pAkt inh – blocks phosphorylation of Akt. Neuro2A IGF-stimulated pAkt S473 HTRF, 20 min; stronger effect = lower value. activity change, % for hits at 50 µM. 0.32% of 360,000 active. AID 651550; in the data active means activity change below about -80%; inconclusive means mostly about -51% to -80%; further: on the % scale 0 is the no-effect control and ±100 the full control effect
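Neuro2A cells in DMEM with 0.5% FBS, overnight at 37 deg C, given compound at single 50 µM final, then IGF (6 nM final) for 20 min at 37 deg C. Lysed; phospho-Akt Ser473 by HTRF after 24 h, 665/615 ratio.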
Mm-Cpn inhibitor – blocks the Methanococcus maripaludis chaperonin Mm-Cpn; Potency, µM (top dose mostly 76.9 µM), for inactives: top-dose activity, negative = inhibition, usual class: inhibitors; purified Mm-Cpn ATPase, ADP Transcreener TR-FRET; 0.031% of 330,000 active; further: potency means the concentration at half of the fitted maximal effect; on the % scale 0 is the no-effect control and ±100 the full control effect; nearly all actives have a fitted effect of over 80% in size
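Reaction buffer contained 30 mM Tris pH 7.4, 100 mM KCl, 5 mM MgCl2 and 1 mM DTT. Mm-CPN (25 nM final) hydrolysed 10 uM ATP over 30 min at 37°C; ADP was read by HTRF.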
FUS suppressor – suppressors of FUS proteinopathy in yeast | S. cerevisiae FUS-expressing, growth rescue, OD600, 24 h | 0.24% of 390,000 active | Potency, µM (highest dose often 76.6 µM), for inactives: top-dose growth rescue (activation), hits mostly activators | AID 1347120;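 further: potency means the concentration at half of the fitted maximal effect; plate controls were DMSO vehicle for no effect and reference control for full effect; nearly all actives have a fitted effect of over 55% in size; some results filed as inactive show a strong effect at the top dose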
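Steps: raffinose overnight preculture; dilution to OD 0.005 in 2% galactose minimal medium; compound addition (concentration series); 24hr at 30C, 99% humidity; absorbance read at 600 nm.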
PTHR1 ag – agonists of human PTHR1 parathyroid hormone receptor; HEK293 GP2 PTHR1 cells, GloSensor cAMP luminescence, 1 h; Potency, µM (highest dose often 115 µM), inactives show at the top dose activation, actives largely listed as activators; 0.075% of 410,000 active; AID 743266; further: potency means the concentration at half of the fitted maximal effect; nearly all actives have a fitted effect of over 55% in size; some results filed as inactive show a strong effect at the top dose; inactives centre near -15; many of its hits are not listed in these tables
Target sequence (Q03431 whole entry, looked up): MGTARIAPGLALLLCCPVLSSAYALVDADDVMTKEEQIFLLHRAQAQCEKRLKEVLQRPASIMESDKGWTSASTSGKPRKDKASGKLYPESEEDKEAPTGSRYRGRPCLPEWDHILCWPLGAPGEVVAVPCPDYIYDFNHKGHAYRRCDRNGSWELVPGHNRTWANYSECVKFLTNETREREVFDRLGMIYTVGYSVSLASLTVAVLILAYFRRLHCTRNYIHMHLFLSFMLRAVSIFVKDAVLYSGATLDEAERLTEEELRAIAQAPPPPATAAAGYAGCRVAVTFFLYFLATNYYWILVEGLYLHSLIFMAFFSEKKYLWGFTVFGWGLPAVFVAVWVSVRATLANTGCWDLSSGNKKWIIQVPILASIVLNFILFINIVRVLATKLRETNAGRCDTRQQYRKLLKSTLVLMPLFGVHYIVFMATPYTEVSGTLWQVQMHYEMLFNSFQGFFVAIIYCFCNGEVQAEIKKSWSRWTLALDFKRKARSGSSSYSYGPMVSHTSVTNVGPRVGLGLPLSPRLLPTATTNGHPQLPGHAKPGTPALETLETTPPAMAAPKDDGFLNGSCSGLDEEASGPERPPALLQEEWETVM
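HEK-293-derived GP2 cells expressing PTHR1 and a GloSensor cAMP reporter, 3,000/well, plated overnight, given luciferin plus IBMX (each 0.5 mM as added) for 1 h at 37 °C, then compound for 1 h at 37 °C. Luminescence was read after 15 min at room temperature.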
TDP-43 yeast inh – rescues yeast growth from TDP-43 toxicity; 1.8% of 410,000 active; TDP-43 expressing yeast growth rescue, BacTiter-Glo, 24 h; Potency, µM (series often up to 46.1 µM), without a hit: top-dose growth rescue (activation), most hits filed as activators; further: potency means the concentration at half of the fitted maximal effect; % of control where 0% means no effect; nearly all actives have a fitted effect of over 50% in size
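Yeast expressing TDP-43 (pregrown in raffinose, seeded at OD600=0.02 in galactose medium) exposed to compounds 24 hr at 30 deg C. Growth read by BacTiter-Glo luminescence; rescue of toxicity appears as increased signal.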
GLP1R cytotox – cytotoxicity counter-screen for GLP-1 receptor inverse agonists; HEK293 cAMP-luciferase reporter cells, luminescence, 24 h; Potency, µM (top dose mostly 38.3 µM), for the others: top-dose activity change, negative = inhibition, usual class: inhibitors; 0.13% of 410,000 active;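 further: loss of luciferase light is scored as toxicity; potency means the concentration at half of the fitted maximal effect; on the % scale 0 is the no-effect control and ±100 the full control effect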
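Compound-treated cells are incubated 24 hr at 37 deg C under 5% CO2 after a 12 hour attachment period, then luciferase detection reagent is added and luminescence is measured following 12 min at room temperature; lowered signal indicates toxicity.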
GLP1R inv ag – GLP-1 receptor (human) inverse agonism. 1.6% of 410,000 active. Potency, µM (series often up to 38.3 µM), inactives show top-dose activity change, negative = inhibition, hits mostly inhibitors. HEK293 GLP-1R CRE-luciferase, luminescence, 24 h; GLP-1R form is constitutively active; further: potency means the concentration at half of the fitted maximal effect; on the % scale 0 is the no-effect control and ±100 the full control effect; nearly all actives have a fitted effect of over 55% in size
Target sequence (P43220 whole entry, looked up): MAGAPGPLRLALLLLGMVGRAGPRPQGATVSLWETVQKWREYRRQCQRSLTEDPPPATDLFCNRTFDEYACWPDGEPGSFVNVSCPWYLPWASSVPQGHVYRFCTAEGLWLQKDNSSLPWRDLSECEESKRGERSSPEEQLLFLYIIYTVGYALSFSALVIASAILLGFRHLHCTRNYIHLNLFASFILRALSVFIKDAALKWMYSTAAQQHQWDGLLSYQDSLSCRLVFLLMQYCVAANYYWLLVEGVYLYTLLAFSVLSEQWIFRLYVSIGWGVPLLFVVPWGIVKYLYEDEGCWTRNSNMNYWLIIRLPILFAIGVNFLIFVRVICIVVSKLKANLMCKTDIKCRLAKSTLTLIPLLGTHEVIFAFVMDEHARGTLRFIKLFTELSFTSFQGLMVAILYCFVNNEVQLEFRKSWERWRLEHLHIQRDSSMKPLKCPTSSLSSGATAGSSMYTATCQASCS
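HEK293 cells stably co-expressing constitutively active GLP-1R and a cAMP-responsive luciferase reporter were seeded in DMEM with 10% Nu serum, given compounds after 12 h, and incubated 24 h at 37 deg C. Luminescence was then read.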
Abeta rescue – restores growth of yeast expressing A-beta42 peptide; 0.063% of 410,000 active; AID 1347071; Potency, µM (top dose mostly 46.1 µM), inactives show at the highest dose growth rescue, actives largely listed as activators; yeast expressing A-beta42, growth rescue, OD600, 48 h; response scale: 0% DMSO, 100% iron-clioquinol control; further: potency means the concentration at half of the fitted maximal effect; nearly all actives have a fitted effect of over 55% in size
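Yeast A-beta toxicity model in growth medium with pinned compounds, 48 h at 30 C; growth read as absorbance at 600 nm. Normalized to FeCl3/clioquinol equimolar mix (positive) and DMSO (negative).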
aSyn yeast inh – rescues yeast growth from alpha-synuclein toxicity | Yeast expressing alpha-synuclein, growth rescue, BacTiter-Glo, 24 h | Potency, µM (series often up to 46.1 µM), for the others: at the highest dose growth rescue (activation), hits mostly activators | 0.14% of 370,000 active; further: potency means the concentration at half of the fitted maximal effect; % of control where 0% means no effect; nearly all actives have a fitted effect of over 65% in size
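Screening used galactose-induced yeast with toxic alpha-synuclein levels, exposed to compound for 24 hr at 30 deg C. Cell growth, read with BacTiter-Glo luminescence, gave the measured signal.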
* marks the source's active call; other numbers are inactive results; i = inactive; ? = inconclusive; · = not tested or not shown; [ ] = remark or other dose. Unless noted, the call rests on the fitted dose curve; in most records, active means well fitted curve in the direction sought with a large enough effect; inconclusive means small, poorly fitted or top-dose-only effect, or another doubt; inactive means no such curve, though single readings can be large; an effect the other way counts as inactive or inconclusive.

SMILES	pAkt inh	Mm-Cpn inhibitor	FUS suppressor	PTHR1 ag	TDP-43 yeast inh	GLP1R cytotox	GLP1R inv ag	Abeta rescue	aSyn yeast inh
O=C(Nc1nc2ccccc2s1)c1cc(-c2ccco2)nc2ccccc12	i	-1%	?	-14%	11%	-12%	?	8%	-2%
CC1(C)C(=O)Nc2ccccc2N1C(=O)COC(=O)c1cccs1	i	1%	-3%	i	12%	-3%	11%	15%	-8%
CSCCC(NC(=O)COc1ccccc1)C(=O)O (configuration not stated)	i	1%	8%	i	·	-6%	7%	7%	2%
CCC(Oc1ccccc1)C(=O)NCc1cccnc1 (configuration not stated)	i	0%	-11%	i	?	-1%	6%	12%	1%
CCc1nc2c(OCc3cccc(Cl)c3)cccn2c1N(C)C(=O)C(C)C	i	·	2%	i	5%	1%	-26%	-15%	-1%
COc1cc(Cl)c(C)cc1NC(=O)CSc1nc2c(c(=O)[nH]1)CCC2	·	·	-24%	-12%	0%	-21%	5%	3%	·
CCOc1ccc(CCNC(=O)CSC(=S)N2CCCC2)cc1OCC	i	0%	1%	-22%	0%	1%	5%	1%	-1%
O=C1CN(C(=O)c2cc3ccccc3oc2=O)C(c2ccc(F)cc2)c2cc(Br)ccc2N1 (configuration not stated)	i	?	25%	i	-5%	3%	?	-6%	13%
O=C(c1c(O)cc(O)cc1O)C1c2c(cc(O)c3c2O[C@H](c2ccc(O)cc2)[C@@H](O)C3)OC1c1ccc(O)cc1 (some centres not stated)	i	-9%	3%	-3%	1%	11%	15%	-3%	0%
CC(C)c1ccc(N2C(=O)CC(Sc3nc4ccccc4o3)C2=O)cc1 (configuration not stated)	i	2%	?	i	?	1%	-17%	26%	11%
Cc1ccc(C)c(SCC(=O)OCC(=O)Nc2ncc(C(F)(F)F)cc2Cl)c1	i	0%	15%	2%	-21%	-3%	-6%	-7%	1%
Cc1ccc(S(=O)(=O)Cc2sc3ccccc3[n+]2C)cc1	i	-5%	39%	i	-2%	2%	0%	11%	21%
COc1cc(NC(=O)C2CCCN(S(=O)(=O)c3ccc4[nH]c(=O)ccc4c3)C2)cc(OC)c1 (configuration not stated)	i	2%	6%	i	-7%	-8%	23%	6%	-1%
CC(=O)Nc1ccc(NC(=O)C(OC(=O)c2ccccc2)C(OC(=O)c2ccccc2)C(=O)O)cc1 (configuration not stated)	i	0%	9%	10%	-20%	6%	-10%	-29%	1%
CC(=O)n1cc(N(C(=O)CCl)c2ccc(Cl)cc2)c2ccccc21	i	3%	26%	-32%[inhibitor]	22µM*	?	11µM*	-25%	2%
COC(=O)C1CCN(C(=O)Cc2ccc(Br)cc2)CC1	i	-1%	6%	-18%	22%	-8%	8%	-14%	-17%
CC1=C(C(=O)Nc2ccccc2)C(c2ccncc2)n2nc(SCc3ccccc3Cl)nc2N1 (configuration not stated)	·	·	34%	20%	0%	0%	4%	-11%	·
O=C(CS(=O)(=O)c1ccccc1)Nc1nc(-c2ccc(F)cc2)cs1	i	-21%	23%	-46%[inhibitor]	?	-5%	-13%	16%	-6%
COc1ccc(N2CCN(Cc3ccc(Br)s3)CC2)cc1	i	-2%	23%	i	-18%	-11%	0%	6%	7%
CCOc1ccc(S(=O)(=O)Nc2ccccc2C(=O)N(C)C2CCN(C)CC2)cc1	i	1%	-20%	15%	-11%	1%	-3%	4%	-5%
COc1ccc(N2CCN(c3ccc(C(N)=O)cc3[N+](=O)[O-])CC2)cc1	i	-9%	13%	-44%[inhibitor]	·	-14%	7%	5%	-3%
Cc1ccc2cc(COC(=O)C3CCCO3)c(=O)[nH]c2c1 (configuration not stated)	i	-2%	-16%	-18%[57.5 µM]	15%	-4%	4%	3%	-4%
COC(=O)[C@@]1(Sc2ccc(C)cc2)CC(=O)N(C(=O)C2CC2)[C@@H]1c1ccccc1	i	·	36%	i	13%	-4%	-26%	3%	-10%
Cc1cccc(N(Cc2cc3ccccc3[nH]c2=O)S(=O)(=O)c2ccccc2)c1	i	-2%	-21%	-2%	-10%	16%	1%	-6%	-6%
Cc1ccc(C(=O)Nn2cnc3scc(-c4cccs4)c3c2=O)c(O)c1	i	0%	9%	i	-11%	-8%	-31%	-6%	-10%
(further entries)
SMILES	pAkt inh	Mm-Cpn inhibitor	FUS suppressor	PTHR1 ag	TDP-43 yeast inh	GLP1R cytotox	GLP1R inv ag	Abeta rescue	aSyn yeast inh
COC(=O)C(NC(=O)CCc1c(C)nc2cc(-c3cccc(F)c3)nn2c1C)C(C)C (configuration not stated)	·	·	5%	-73%[inhibitor]	6%	14%	24%	-2%	·
Cc1ccc(NC(=O)CN2C(=O)/C(=C3\SC(=S)N(C4CCS(=O)(=O)C4)C3=O)c3ccccc32)cc1 (configuration not stated)	i	-1%	23%	i	7%	8%	14%	1%	-7%
O=C(NCc1cccc(Br)c1)C1CC(c2ccccc2C(F)(F)F)=NO1 (configuration not stated)	i	0%	12%	-7%	12%	-11%	?	-14%	19%
CCN(CC)c1ccc(/C=N/N2CCN(Cc3ccc(C)cc3C)CC2)c(O)c1	i	-2%	7%	i	-11%	6%[1.53 µM]	-20%	15%	6%
COc1ccccc1-n1c(-c2ccc(Cl)cc2)c[nH]c1=S	i	0%	11%	-2%	21%	-24%	-28%	?	22%
CC1(C)CC(=O)C(N=Nc2ccc(F)cc2)=C(O)C1	i	-4%	3%	-4%	3%	3%	20%	6%	4%
COc1ccc(/C=C/C(=O)N(C(C)C)C(C)C)cc1Br	i	0%	22%	i	2%	9%	3%	-2%	5%
O=C(CSc1nccn1C1CCCC1)Nc1cccc(F)c1	·	·	-10%	-19%	14%	8%	10%	17%	·
CCCNC(=O)C1(C)CCCN(C(=O)CN2C(=O)c3ccccc3C2=O)C1 (configuration not stated)	i	·	-22%	i	19%	5%	27%	-8%	-3%
CCCCn1cnc2c(SCc3ccccc3Cl)nc(N)nc21	i	·	-7%	i	1%	-11%	10µM*	11%	7%
O=C(CSc1nc2ccsc2c(=O)n1Cc1ccccc1F)NCc1ccccc1Cl	·	·	0%	-23%	-16%	2%	5%	-6%	·
CCOc1ccccc1N1CCN(C(=O)c2cc3c(C)cc(C)cc3[nH]2)CC1	i	-4%	?	-20%	30%	-21%	?	13%	6%
CN(C)CCCN1C(=O)CSC1c1ccc([N+](=O)[O-])cc1 (configuration not stated)	i	2%	1%	i	11%	23%	12%	2%	7%
CC1(C)CC(=O)C(N=Nc2ccc3ncsc3c2)=C(O)C1	i	·	15%	-15%[57.5 µM]	29%	-15%	6%	-28%	4%
Cc1ccc(C)c(N(CC(=O)Nc2cc(Cl)ccc2Oc2ccccc2)S(C)(=O)=O)c1	i	0%	21%	-18%[57.5 µM]	6%	-2%	5µM*	14%	0%
CN(C(=O)n1cnc2ccccc21)c1ccccc1	i	1%	-15%	i	?	-22%	2%	6%	-1%
CN1/C(=C/C2CC(=O)NC2=O)C(C)(C)c2ccccc21 (configuration not stated)	i	-2%	39%	-33%[inhibitor][57.5 µM]	-16%	3%	-5%	-12%	2%
CCOC(=O)c1scc(-c2ccccc2)c1S(=O)(=O)Nc1ccc(N(C)C)cc1	·	·	38%	17%	-2%	3%	?	-8%	·
Cn1cc(S(=O)(=O)N2CCc3ccccc3C2)c(=O)n(C)c1=O	i	0%	-21%	i	21%	11%	-10%	11%	2%
CN(C)Cc1c(O)ccc2c(-c3ccccc3)cc(=O)oc12	i	-2%	18%	i	-6%	144%[activator]	-3%	3%	4%
O=C(c1ccc(Cl)c(Cl)c1)N1CCN(c2ccccn2)CC1	i	1%	-1%	-9%	9%	12%	0%	14%	5%
Cc1cc(Br)c(OCC(=O)NN)c2c1CCC2	i	3%	-5%	21%	7%	-27%	?	-94%[inhibitor]	1%
CC1(C)CC(=O)C(C2(O)C(=O)Nc3ccccc32)CO1 (configuration not stated)	i	-2%	-31%	-10%	-22%	-6%	7%	-19%	0%
COC(=O)C1CC(Cl)CN1c1ncc(C(F)(F)F)cc1Cl (configuration not stated)	i	0%	-7%	-16%	-14%	-10%	-9%	8%	1%
Cc1cc(Cl)ccc1OCC(=O)Nc1cccc(S(=O)(=O)N2CCCC2)c1	i	-10%	41%	-25%	14%	-4%	?	-1%	25%
Cc1ccc(-c2nnc(Nc3cccc(O)c3)c3ccccc23)cc1S(=O)(=O)N1CCN(C)CC1	·	·	5%	i	14%	-17%	9%	-16%	·
COC(=O)c1c(C)[nH]c(C(=O)COC(=O)CCNS(=O)(=O)c2cccc(C(F)(F)F)c2)c1C	i	0%	26%	?	13%	4%	4%	15%	-1%
NC(=O)N1CCC2(CC1)NC(=O)N(c1ccccc1)N2	i	0%	16%	-19%	-3%	-5%	?	-9%	16%

Profiles from above:
Results for Cc1ccc(-c2nnc(Nc3cccc(O)c3)c3ccccc23)cc1S(=O)(=O)N1CCN(C)CC1 → pAkt inh = ·; Mm-Cpn inhibitor = ·; FUS suppressor = 5%; PTHR1 ag = i; TDP-43 yeast inh = 14%; GLP1R cytotox = -17%; GLP1R inv ag = 9%; Abeta rescue = -16%; aSyn yeast inh = ·
Results for CN(C)CCCN1C(=O)CSC1c1ccc([N+](=O)[O-])cc1 (configuration not stated) → pAkt inh = i; Mm-Cpn inhibitor = 2%; FUS suppressor = 1%; PTHR1 ag = i; TDP-43 yeast inh = 11%; GLP1R cytotox = 23%; GLP1R inv ag = 12%; Abeta rescue = 2%; aSyn yeast inh = 7%

High-throughput results (PubChem)

A portion of the library, so the mix of outcomes need not match the whole.
